From PubChem BioAssay
AHR activator = human AHR activation. activation, % at 5 µM. AHR-responsive luciferase reporter cells, luminescence. 320,000 compounds, 2.5% hits. P35869; in the data active means activation above about 47%;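 further: 0% = vehicle wells and 100% = reference agonist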
PAFAH1B2 inh = blocks human PAF acetylhydrolase 1b catalytic subunit 2. 340,000 compounds, 1.2% hits. P68402. inhibition, % at 3.39 µM. recombinant PAFAH1B2, FP-rhodamine activity probe, fluorescence polarization;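 active means inhibition above the mean of all tested compounds plus 3 SD, cut at about 24% in these data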;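 further: 0% = enzyme with DMSO and 100% = wells lacking PAFAH1B2; many of its hits are not listed in these tables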
Target sequence (P68402 whole entry, looked up): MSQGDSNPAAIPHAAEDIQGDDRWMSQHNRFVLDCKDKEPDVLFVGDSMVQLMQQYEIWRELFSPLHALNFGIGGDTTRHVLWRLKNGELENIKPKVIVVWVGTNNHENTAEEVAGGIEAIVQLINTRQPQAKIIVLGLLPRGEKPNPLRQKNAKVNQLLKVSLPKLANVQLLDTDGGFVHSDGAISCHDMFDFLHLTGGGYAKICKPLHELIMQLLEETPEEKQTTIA
MEX-5 binding = C. elegans MEX-5 TCR-2 RNA binding activity. activity score (negative = inhibition of binding), % at 10 µM. MEX-5/FITC-TCR2 RNA binding, fluorescence polarization; stronger effect = lower value. AID 1832. 300,000 compounds, 0.38% hits;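 active means inhibition past about -25% in most replicates, and total fluorescence under double the plate's negative control median, limit read from the data; inconclusive means replicates evenly split on the limit, or fluorescence at least double controls; inactive means too little inhibition in most replicates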;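 further: 0% = DMSO and -100% = 5 µM competing unlabeled TCR2 RNA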
PME-1 primary = blocks human protein phosphatase methylesterase 1. Q9Y570. recombinant PME-1, FP-Rh probe fluorescence polarization. inhibition, % at 5.9 µM. 320,000 compounds, 0.53% hits. AID 2130;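 active means inhibition above the campaign mean of all compounds plus 3 SD, cut at about 26% in these data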;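 further: competitive labeling of PME-1 active site by serine hydrolase directed probe; 0% = PME-1 with DMSO and 100% = wells lacking PME-1 enzyme; inhibitors block probe labeling so polarization falls and inhibition rises; many of its hits are not listed in these tables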
pPAFAH FP inh = pPAFAH (human) enzyme inhibition; 330,000 compounds, 1.5% hits; inhibition, % at 3.39 µM; Q13093; recombinant pPAFAH, FP-rhodamine probe fluorescence polarization;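 active means inhibition above the mean inhibition across the screen plus 3 SD, cut at about 25% in these data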;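 further: inhibitors block binding of the rhodamine activity-based probe so polarization drops; 0% = enzyme with DMSO and 100% = wells lacking pPAFAH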
Bcl-xL primary = blocks human Bcl-xL binding to Bim BH3 peptide | Q07817 | GST-Bcl-xL / FITC-Bim BH3 peptide fluorescence polarization | inhibition, % at 10.9 µM | 320,000 compounds, 0.7% hits | AID 2129;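 active means inhibition above the mean of all tested compounds plus 3 SD, cutoff set per campaign, cut at about 30% in these data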;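 further: 0% = DMSO wells and 100% = unlabeled Bim-BH3 peptide competitor; inhibitors lower millipolarization by displacing the labeled peptide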
Target sequence (Q07817 whole entry, looked up): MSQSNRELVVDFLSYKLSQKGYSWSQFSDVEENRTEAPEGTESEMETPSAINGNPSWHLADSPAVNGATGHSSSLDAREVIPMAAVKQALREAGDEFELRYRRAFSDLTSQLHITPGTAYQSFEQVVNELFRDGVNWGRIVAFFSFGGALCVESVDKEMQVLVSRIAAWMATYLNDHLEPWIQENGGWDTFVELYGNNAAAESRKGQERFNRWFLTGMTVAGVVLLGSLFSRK
MCL1-BIM inh = disrupts human MCL1 binding to BIM-BH3 peptide; inhibition, % at 10.9 µM; 320,000 compounds, 0.68% hits; GST-MCL1 / FITC-Bim-BH3 fluorescence polarization; Q07820;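 active means inhibition above the mean inhibition of all tested compounds plus 3 SD, set per campaign, cut at about 40% in these data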;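 further: 0% = DMSO wells and 100% = unlabeled Bim-BH3 peptide control; higher means more loss of mP so more displacement of Bim peptide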
Target sequence (Q07820 whole entry, looked up): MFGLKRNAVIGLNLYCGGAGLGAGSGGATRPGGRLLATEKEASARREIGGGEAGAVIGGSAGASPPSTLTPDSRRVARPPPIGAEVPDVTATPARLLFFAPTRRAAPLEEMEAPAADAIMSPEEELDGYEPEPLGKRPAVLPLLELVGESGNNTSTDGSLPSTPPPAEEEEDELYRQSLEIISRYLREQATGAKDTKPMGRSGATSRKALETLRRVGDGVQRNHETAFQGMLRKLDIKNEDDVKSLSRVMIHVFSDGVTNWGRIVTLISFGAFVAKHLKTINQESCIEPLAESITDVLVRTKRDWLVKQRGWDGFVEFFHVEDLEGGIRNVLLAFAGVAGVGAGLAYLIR
GLD-1 TGE inh = GLD-1-TGE RNA interaction inhibition (C. elegans); Q17339; purified GLD-1 + fluorescein TGE RNA, fluorescence polarization; inhibition, % at 5.96 µM; 320,000 compounds, 0.44% hits; AID 2280;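 active means percent inhibition above a per-plate cutoff, the plate mean of test compounds plus 3 SD, cut at about 30% in these data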;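 further: 0% = DMSO wells with GLD-1 and probe and 100% = wells lacking GLD-1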
Fam108B inh = counter-screen for RBBP9 inhibitors: inhibitors of mouse Fam108B; recombinant Fam108B, FP-Rh probe fluorescence polarization; inhibition, % at 9.51 µM; 300,000 compounds, 0.33% hits;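 active means inhibition above the screen mean inhibition plus 3 SD, computed separately per campaign, cut at about 18% in these data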;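 further: inhibitors lower polarization as less probe binds the enzyme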
Active calls of the source: *; ? = inconclusive; . = no result given; + = active, no number. The list is partial; the hit share may differ from the screen's.

SMILES	AHR activator	PAFAH1B2 inh	MEX-5 binding	PME-1 primary	pPAFAH FP inh	Bcl-xL primary	MCL1-BIM inh	GLD-1 TGE inh	Fam108B inh
O=C(NCCCN1CCOCC1)c1onc(CSc2ccncc2)c1C(=O)NCCCN1CCOCC1	1	4	-1.1	2	0	6	7	-1	2
C/C(=N/O)c1ccc(N2C(=O)C3C4C=CC(C3C2=O)C2C3C(=O)N(c5ccc(/C(C)=N/O)cc5)C(=O)C3C42)cc1 (configuration not stated)	-1	.	2.0	3	5	3	-1	-1	0
CCOC(=O)c1nnn(-c2nonc2-n2cccc2)c1CCl	2	1	1.0	-4	0	3	6	-1	-1
COc1ccc(N(CC(=O)NCCSCc2ccc(Cl)cc2)S(C)(=O)=O)cc1Cl	3	15	1.4	3	9	5	2	0	0
O=C(Cn1c(-c2ccccc2)noc1=O)N1CCC(Cc2ccccc2)CC1	-1	15	2.7	-4	-1	0	2	9	5
CN1CCN(Cc2c(O)c(Cl)cc3c(-c4ccccc4)cc(=O)oc23)CC1	0	14	-0.1	3	8	5	4	-4	3
O=C(CN1C(=O)NC2(CCc3ccccc32)C1=O)c1ccc(F)c(F)c1 (configuration not stated)	-1	1	1.7	3	1	4	0	-6	-3
CC(C)(C)c1ccc(OCCC(=O)Nc2cccc(S(=O)(=O)N3CCCC3)c2)cc1	4	0	1.5	-32	2	-4	-3	7	-20
COc1ccc(NC2=Nc3cccc4cccc2c34)cc1	22	6	2.5	18	4	-12	-28	-4	9
Cc1ccc(C)c(N(CC(=O)N(C)C)S(C)(=O)=O)c1	-1	-1	0.7	-6	6	2	3	3	0
CC(Sc1nnc(-c2ccncc2)n1C)C(=O)Nc1ccc(N2CCOCC2)cc1 (configuration not stated)	-1	5	.	5	3	-9	-5	-5	.
C=CCn1c(NCCOC)nc2c1c(=O)n(C)c(=O)n2C	3	-1	-0.3	4	0	4	3	-3	3
Cc1cc(C)cc(OC(=O)COc2ccccc2C)c1	0	0	-0.1	2	4	-3	1	5	3
CCn1cc(/C=C/C(=O)Nc2ccn(Cc3c(F)c(F)c(F)c(F)c3F)n2)cn1	11	-1	-3.7	0	0	3	2	1	3
COc1cc(NC(=O)c2ccc(F)cc2)c(OC)cc1NC(=O)CN1CCCCC1	40	1	-1.8	1	17	0	-2	-2	3
CC(=O)OCCN(C)c1cc(SC(C)C)c2nonc2c1[N+](=O)[O-]	4	2	1.2	5	2	7	12	-7	2
COc1ccccc1C/C(N)=N/OC(=O)c1cccc([N+](=O)[O-])c1	3	6	3.5	1	15	0	4	-5	-4
Clc1ccc(-c2cc(-c3ccccc3)on2)cc1	16	2	.	1	3	2	2	-2	-2
Cc1[nH]c2ccccc2c1/C=C(\C#N)C(=O)NC(C)c1ccccc1 (configuration not stated)	0	13	-3.0	-5	3	-10	-29	1	-1
Cc1ccc2cc(CN(C(=O)c3ccco3)c3ccccc3)c(=O)[nH]c2c1	0	3	0.8	0	8	0	-5	6	3
Cc1cc(C)c(NC(=O)C(C)OC(=O)c2cc(Br)c(Br)s2)c(C)c1 (configuration not stated)	-1	1	0.5	-3	2	1	1	13	3
O=C(Nc1ccc2cn[nH]c2c1)c1ccc(S(=O)(=O)N2CCOCC2)cc1	12	3	-0.9	4	0	1	6	3	-2
Cc1ccc(-c2nn3c(C)nnc3s2)cc1NC(=O)c1ccc(-c2ccc(Cl)cc2Cl)o1	0	-9	.	-1	0	-6	-13	-5	-5
CCC(C)NC(=O)Cc1ccc(-c2ccccc2)cc1 (configuration not stated)	4	-2	0.2	6	4	-5	-9	-3	-3
O=C(NCC1CCCO1)c1cc(-c2ccc(Cl)cc2Cl)on1 (configuration not stated)	-12	2	-0.7	1	9	-6	-10	-12	0
CCOC(=O)C1=c2s/c(=C\c3ccncc3)c(=O)n2C(N)=C(C(=O)OC)C1c1ccncc1 (configuration not stated)	3	4	1.3	-3	4	1	2	3	0
O=C(COC(=O)CCc1c[nH]c2ccccc12)NC(c1ccccc1)c1ccccc1	1	5	1.2	7	13	-1	-4	9	5
CCOC(=O)C(=CNc1ccc(-c2ccco2)c(Cl)c1)C(=O)OCC	-1	2	9.4	-7	8	1	-2	-6	-3
CCn1ccnc1CC1COc2ccccc2O1 (configuration not stated)	-1	2	.	3	4	6	3	2	0
S=C(c1ccc2c(c1)OCO2)N1CCOCC1	-2	0	-1.1	0	-2	6	5	4	-1
C[C@@H](C(=O)NCC1CCCO1)N1C(=O)N2CCc3c([nH]c4ccccc34)[C@@]2(C)C1=O (some centres not stated)	4	3	0.8	6	3	0	4	4	4
O=C(CCCN1C(=O)/C(=C/c2ccccc2Cl)SC1=S)NNC(=O)c1ccccc1Cl	-15	0	.	-15	18	1	-2	-1	-10
CC1CCN(c2c(NCc3ccc(C(=O)N4CCc5ccccc54)cc3)c(=O)c2=O)CC1	11	-1	0.5	2	22	-4	1	-1	-2
CCOC(=O)c1cc2c(=O)n3ccccc3nc2n(C)c1=NC(=O)c1c(-c2c(F)cccc2Cl)noc1C	-1	-1	-2.8	0	-1	2	2	-1	-4
COc1cc(OC)c(-c2nnc3n(CCc4ccccc4)c(=O)c4ccccc4n23)cc1OC	17	.	-0.6	-1	9	2	-5	-2	1
O=C(Nc1ccccc1C(=O)N/N=C/c1ccncc1)c1ccccc1	101*	-4	-4.0	-22	-1	6	6	-1	-3
COC(=O)c1ccc(N(CC(=O)NC2CCCC2)C(=O)CNC(=O)c2cccs2)cc1	1	0	1.1	1	5	5	6	4	-5
CCC(C(=O)N1CCc2cc(OC)c(OC)cc2C1)c1ccccc1 (configuration not stated)	1	2	-0.1	5	3	6	5	2	0
Cc1ccc(NS(=O)(=O)c2c(C(=O)N3CCCCCC3)c(C)n(C)c2C)c(Cl)c1	-1	3	1.8	1	3	1	5	5	0
Cn1c(CN2CCOCC2)nnc1SCC(N)=O	-2	4	0.1	-1	2	-2	0	6	4
COc1cc(C=O)ccc1OC(=O)Nc1ccccc1	3	0	-2.8	4	1	4	4	9	5
COC(=O)Nc1ccc2c(c1)ncn2C1CCCCC1	66*	-5	-1.2	1	9	2	2	1	2
O=C(Nc1ccc2[nH]c(=O)[nH]c2c1)C(F)(F)F	-1	3	-4.6	0	4	-12	-7	4	1
CCN(c1ccccc1)S(=O)(=O)c1ccc(N2CCN(c3ccccc3O)CC2)nc1	2	9	.	8	11	0	9	3	.
CCOc1cc(NC(=O)c2ccco2)c(OCC)cc1NC(=O)CCC(=O)NCc1cccnc1	7	-6	.	-3	12	0	0	2	0
Cn1nc(-c2ccc(Cl)cc2)c2cc(C(=O)N3CCN(C(=O)c4ccco4)CC3)sc21	34	-1	-2.1	-8	4	1	8	-1	-5
CCOC(=O)C(C(=O)OCC)C(CC(=O)C1CC1)c1ccccc1 (configuration not stated)	2	3	0.4	3	0	8	3	1	-1
CC(=O)[C@]1(O)Cc2c(O)c3c(c(O)c2[C@@H](O[C@H]2C[C@H](N)[C@H](O)[C@H](C)O2)C1)C(=O)c1ccccc1C3=O	1	.	?	72*	59*	+	+	+	71*
Cc1cccc(OCCNC(=O)c2ccc(Oc3ccc(C(F)(F)F)cc3[N+](=O)[O-])cc2)c1	2	-3	1.1	-8	0	6	1	5	-4
Cc1cccc(NC(=O)CSc2nnc(CCC(=O)Nc3ccc(C)c(Cl)c3)n2C)c1	8	-8	1.5	1	3	2	-3	7	-1
C/C(=N\NC=O)c1ccncc1	1	-1	0.8	-1	1	5	8	2	-2
CN(c1ccc(C(=O)N2CCCCCC2)cc1)S(=O)(=O)c1ccc(Cl)cc1	-6	3	-2.6	6	4	1	7	0	0
O=C(Nc1ccc(Cl)cc1Cl)C1=Cc2ccccc2OC1	44	0	-1.4	-2	-3	-1	2	-6	-3
CCN(c1ccc(OC)cc1)S(=O)(=O)c1ccc(-c2ccc(=O)[nH]n2)o1	3	4	-1.5	1	2	0	0	8	5
COc1ccc(S(=O)(=O)NCC2CCCN(CC(C)(C)C)C2)cc1 (configuration not stated)	-1	2	0.2	-1	0	2	1	-3	-3
O=C(O)CN1C(=O)c2cccc3c(Br)ccc1c23	0	3	-1.6	-2	11	8	0	8	-3
CC1CCCC(C)N1C(=O)COC(=O)Cc1ccc(F)cc1 (configuration not stated)	-1	2	0.3	-5	7	0	0	-1	0
COc1ccc(Cc2nnc(N/N=C/c3ccccc3O)[nH]c2=O)cc1OC	9	5	0.5	-6	0	4	11	2	-1
Cc1cc(NC(=O)c2ccc(S(=O)(=O)N(C)C)cc2)n(-c2ccccn2)n1	8	2	1.7	-1	-3	4	-1	0	-3
O=C(Nc1ccccc1F)c1cc(Cl)sc1Cl	-1	4	0.5	0	4	1	1	3	-3
Additional structures:
SMILES	AHR activator	PAFAH1B2 inh	MEX-5 binding	PME-1 primary	pPAFAH FP inh	Bcl-xL primary	MCL1-BIM inh	GLD-1 TGE inh	Fam108B inh
CNC(=S)N(C1=NCC(c2ccc([N+](=O)[O-])cc2)S1)c1ccccc1 (configuration not stated)	-3	2	-0.1	-2	-3	-2	4	0	-4
C/C(=N\NC(=O)c1ccc(Cn2cc(Br)cn2)o1)c1cccc(NC(=O)C(C)C)c1	27	1	0.6	-5	2	1	1	9	0
COc1ccc(S(=O)(=O)N2CCCC2)cc1OC	-3	8	-2.0	0	2	1	12	6	-2
Cc1cccc(NC(=O)CCNS(=O)(=O)c2cc(Br)cnc2N)c1C	3	2	2.8	1	5	6	4	-3	-1
CCN(CC(=O)NCc1cccs1)C(=O)c1ccc(NS(=O)(=O)c2ccc(F)cc2)cc1	2	12	1.7	-8	13	0	-2	0	0
Cc1cc(=O)n(-c2ccccc2Cl)[nH]1	0	4	-1.5	-1	6	5	-3	-9	1
O=C(NCc1ccco1)C(=O)c1cn(CC(=O)N2CCCC2)c2ccccc12	1	3	.	4	6	3	2	0	-3
O=c1cc(-c2ccccc2Cl)oc2c(NS(=O)(=O)c3cccc4nsnc34)ccc(O)c12	5	4	-4.0	6	4	3	3	1	0
Cc1ccnc(SC2CC(=O)N(c3ccc(C(C)C)cc3)C2=O)n1 (configuration not stated)	1	5	0.0	3	1	7	15	-3	4
Cc1ccc(C(CC(=O)c2ccc(Cl)cc2)C(=O)O)cc1 (configuration not stated)	-1	4	-2.4	-7	3	7	6	4	3
Cc1ccnc2c(N3C(=O)C4C5C=CC(C5)C4(C)C3=O)cccc12 (configuration not stated)	0	9	1.6	1	7	1	0	1	3
CC(C)N(Cc1ccccc1)S(=O)(=O)c1ccc(F)cc1	-1	8	2.8	-3	4	7	18	2	2
N#C/C(=C/c1ccc(N2CCOCC2)c([N+](=O)[O-])c1)C(N)=O	-2	4	-0.3	3	5	1	-2	-2	5
Cc1cc(C)cc(OCC(=O)OC/C(O)=C(\C#N)c2nc3ccccc3[nH]2)c1	16	6	0.4	-6	3	-5	-19	-17	-6
COc1ccc(N2CCN(Cc3nc(N)nc(Nc4ccccc4OC)n3)CC2)cc1	15	-4	2.5	4	2	4	3	11	0
CCOc1ccc(NC(=S)NCc2cccnc2)cc1	0	-4	-1.2	-2	5	8	7	-6	-1
COc1ccccc1NC(=O)N1CCN(Cc2ccc3c(c2)OCO3)CC1	-1	-2	-2.9	-7	1	1	0	4	-3
